# High-throughput results from PubChem.
# Cneo AK release – Cryptococcus neoformans lysis via adenylate kinase release; C. neoformans lysis, adenylate kinase release luminescence, 4 h; normalised: neutral wells 0, clomiphene wells 100; lysis activity, % at 15 µM; hit rate 0.2% among 360,000; AID 651654;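 active = mean lysis activity across replicates of at least 80%, whatever share of replicates individually reach that level; inactive = mean lysis activity below 80%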
#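 Test system: log-phase Cryptococcus neoformans yeast cells; Quantity: yeast cell density of 5 × 10^6 cells/mL; Buffer or medium: YPD; Doses: single compound concentration per well; Timing: 4 h at 37 °C static, read 1 h later; Measured by: AK luminescence; Read-out basis: lysis from increased AK signal; Control set: Clomiphene as positive control.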
# LGR2 antag – Drosophila LGR2 receptor signaling inhibition. HEK293 LGR2, CRE-luciferase, bursicon-stimulated, 4 h. inhibition, % at 9.99 µM. hit rate 0.35% among 380,000. AID 720647;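 active = drop in luminescence signal, shown as inhibition above about 50% in the replicate tests, limit read from the data, passing the limit was not always enough; inconclusive = probably only some replicates passing the limit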;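 note: agonist challenge used bursicon conditioned medium at about half maximal strength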
# EWS-Fli inh – blocks EWS/Fli oncoprotein-driven transcription | AID 651661 | A673 NR0B1-luciferase reporter, viability-normalised | hit rate 0.67% among 350,000 | inhibition, % at 12.6 µM;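 active = mean inhibition of at least 50% after viability correction, with every replicate also passing that limit; inconclusive = mean reaches 50% but only one of two replicates passes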;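 note: firefly luciferase signal divided by Alamar Blue viability fluorescence both relative to DMSO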
# miR122 inh – inhibitors of miR-122 in Huh7 cells | Huh7 miR-122 Renilla luciferase sensor, 48 h; neutral wells = 0, positive control = 100 | activation (reporter increase), % at 12.5 µM | hit rate 0.3% among 340,000 | AID 602342;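 active = mean replicate activation score at least 90 and every replicate individually at or above 90; inconclusive = only one of the two criteria met; inactive = neither criterion met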;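 note: higher luciferase means less miR-122 activity so hits act as miR-122 inhibitors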
# FN deposit inh – fibronectin deposition inhibition; AID 743247; AH1F fibroblasts, Alexa488-fibronectin deposition fluorescence, overnight; inhibition, % at 12.6 µM; hit rate 0.086% among 350,000;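 active = mean inhibition across replicates of 30% or more, regardless of how many single replicates reach that level; inconclusive = mean under 30% yet at least half of replicates reach 30%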;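 note: positive control wells lacked labelled fibronectin entirely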
#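 Test system: AH1F fibroblast monolayer depositing Alexa488-labelled fibronectin into matrix. Input: 10000 cells per well. Technique: fluorescence, ex 485 nm, em 525 nm. Buffer or medium: DMEM plus 2% serum, read in PBS. Timing: 1 h cell adhesion before compound, then overnight fibronectin incubation. Compound: single dose, pinned. Read-out basis: inhibition from reduced deposited-fibronectin fluorescence.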
# PGC1a acetyl inh – modulators of PGC1a acetylation | U2OS PGC1a acetylation, AlphaScreen anti-acetyl-lysine; with virally co-expressed GCN5 acetyltransferase | inhibition, % at 15.6 µM | hit rate 0.17% among 350,000 | AID 651687;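 active = every replicate shows inhibition of at least 40%; inconclusive = mean inhibition at least 40% but some replicate below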;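 note: 0% = neutral control wells and 100% = positive control wells; some results beyond the cut were filed as inactive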
# CASP6 VEID inh – caspase-6 (human) enzyme inhibition; purified caspase-6, Z-VEID-R110 cleavage fluorescence; hit rate 0.53% among 350,000; inhibition, % at 12.5 µM; P55212;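 active = mean inhibition across replicates at least about 35%, with every replicate also reaching that limit, limit read from the data; inconclusive = only one of the two criteria met; inactive = neither criterion met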;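 note: 0% = median of neutral control wells and 100% = no fluorescence left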
# Target sequence (P55212 24-179 limits assumed): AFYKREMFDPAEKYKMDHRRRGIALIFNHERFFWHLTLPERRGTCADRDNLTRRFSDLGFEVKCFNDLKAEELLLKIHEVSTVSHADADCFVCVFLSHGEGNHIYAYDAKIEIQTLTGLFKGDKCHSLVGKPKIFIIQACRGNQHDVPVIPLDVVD
# Target sequence (P55212 194-293 limits assumed): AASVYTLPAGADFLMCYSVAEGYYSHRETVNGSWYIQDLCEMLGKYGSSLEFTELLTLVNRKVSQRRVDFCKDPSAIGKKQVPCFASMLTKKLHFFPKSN
# PAX8 reporter – PAX8 transcriptional activity inhibition | RMG-I TPO-luciferase reporter, SteadyGlo, 24 h | inhibition, % at 12.6 µM | hit rate 1.2% among 360,000;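 active = mean replicate inhibition at least 60% with every replicate also reaching 60%; inconclusive = only one of the two criteria is met; inactive = mean below 60% and not all replicates reaching 60%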;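 note: luciferase light reporting Pax8 driven TPO promoter activity; plate controls were median of neutral control wells for no effect and mitoxantrone controls for full effect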
# An asterisk follows results filed as active; ? = inconclusive; . = no result given; & = joins results of further samples; [ ] = dose if it differs, or a comment. The order is random; any-hit rate near 2.5%.
SMILES,Cneo AK release,LGR2 antag,EWS-Fli inh,miR122 inh,FN deposit inh,PGC1a acetyl inh,CASP6 VEID inh,PAX8 reporter
O=C(Nc1ccc(C(F)(F)F)cc1)Nc1ccc2c(c1)[C@@H]1C[C@@H](CC(=O)N3CCc4ccccc4C3)O[C@@H](CO)[C@@H]1O2,-3,3,6,6[16.7 µM],3,-15,0,56
O=C(CCC(=O)Nc1ccc(Cl)cc1Cl)N/N=C/c1ccc([N+](=O)[O-])o1,.,-8,-6,7,-8,-37,24,26
CCCCCCn1c(CN2CCN(CCO)CC2)nc2c1c(=O)n(C)c(=O)n2C,2,-13,-1,31,2,.,-3,11
CC(C)NC(=O)Nc1ccc2c(c1)C(=O)N([C@H](C)CO)C[C@@H](C)[C@@H](CN(C)C(=O)NC(C)C)O2,50,-13,-3,-2[16.7 µM],.,-3,6,-7
CCOC(=O)N1CCN(C(=O)COC(=O)c2ccccc2NCCO)CC1,.,-22,-1,.,5,.,-5,-18
COc1ccc([C@H]2CC(=O)C[C@@H](CCn3cc(-c4ccccn4)nn3)O2)cc1,.,-6,-3,.,4,.,-7,2
C[C@H](CO)N1C[C@H](C)[C@H](CN(C)C(=O)Nc2ccc(F)cc2)Oc2ccc(NS(=O)(=O)c3ccc(F)cc3)cc2C1=O,1,8,9,-7[16.7 µM],.,1,.,.
N#C/C(=C\c1ccc(OCC(N)=O)cc1)c1ccccc1,.,-27,-37,.,7,.,-3,-7
O=C(NC1CCCC1)C(c1ccncc1)N(Cc1ccccc1F)C(=O)c1csnn1 (configuration not stated),1,-7,5,-1,2,?,-1,1
Cc1cc(N2CCCC2)c(F)cc1/C=C\[N+](=O)[O-],.,-3,-6,.,-9,-8,-6,9
C[C@@H]1CN([C@@H](C)CO)S(=O)(=O)c2ccc(C3=CCCC3)cc2O[C@@H]1CN(C)C,48,3,-3,8[16.7 µM],7,.,-1,.
CCCCn1c(N)c(NCc2ccccc2)c(=O)[nH]c1=O,.,-1,1,.,-3,5,-3,-6
O=c1[nH]c2ccc(NS(=O)(=O)c3ccc(F)c(Cl)c3)cc2[nH]1,-3,19,4,1,3,.,-4,8
O=C(COC(=O)CCCN1C(=O)c2cccc3cccc(c23)C1=O)NC1CCS(=O)(=O)C1 (configuration not stated),-1,-2,14,0,8,-1,2,-8
O=S(=O)(c1ccc2c(c1)nc(COc1ccc(Cl)cc1)n2CC1CCCO1)N1CCOCC1 (configuration not stated),0,.,.,-20,-12,-5,.,17
CN1C(=O)c2cc(NC(=O)Nc3ccccc3)ccc2OC[C@H]2O[C@@H](CC(=O)O)CC[C@H]21,-4,6,-5,.,-2,.,.,-4
C[C@H]1CN([C@@H](C)CO)C(=O)Cc2cc(NS(=O)(=O)c3ccc(Cl)cc3)ccc2O[C@H]1CN(C)CC1CCCCC1,3,.,20,-14[16.7 µM],.,-6,-1,33
Cc1cc(C)c(C=NNc2nc3c([nH]2)c(=O)n(C)c(=O)n3C)c(C)c1,2,-14,-8,-5,-8,-3,4,-106
CCOC1=NN(c2ncc(C(F)(F)F)cc2Cl)C(=O)C1,.,-22,1,.,-8,.,-2,5
C[C@@H]1COc2cc(NCCO)ccc2S(=O)(=O)N1,.,-7,2,.,1,.,0,-8
Cc1ccccc1Nc1nc(N)nc(CSc2n[nH]c(N)n2)n1,.,-5,-6,1,13,2,-1,17
O=C(C[C@H]1C=C[C@H](NC(=O)c2ccncc2)[C@@H](CO)O1)Nc1ccc(-c2ccccc2)cc1,-4,1,4,.,.,5,0,-14
Cc1ccc(S(=O)(=O)Nc2ccc(C(=O)NCCCN3CCOCC3)cc2)cc1[N+](=O)[O-],.,-4,0,.,7,.,-3,-4
COC(=O)c1cc(OCC(=O)Nc2ccc3c(c2)CCC3)cc(C(=O)OC)c1,1,-5,7,.,1,.,0,4
O=C(COC(=O)COc1cc(Cl)c(Cl)cc1Cl)NC1CC1,.,2,8,-2,6,10,-3,.
N#CC1(C#N)COC23CCCCC2C1(C#N)C(=N)O3 (configuration not stated),-1,.,.,-7,-1,7,.,.
CN(C)C(=O)C[C@@H]1CC[C@@H]2[C@H](COc3ccc(NC(=O)NCc4ccccc4)cc3C(=O)N2C)O1,0,-9,-8,-8[16.7 µM],-5,3,-1,-7
CCN(CC(=O)NCc1ccc(F)cc1)C(=O)c1ccc2c(c1)OCO2,.,17,0,.,-1,3,1,7
O=C(c1cccc(Cl)c1)C1CCCN(C(=O)c2ccc3c(c2)OCO3)C1 (configuration not stated),-2,17,.,3,-5,8,4,8
COc1cccc(NC(=O)N(C)C[C@H]2Oc3cc(C#Cc4ccccc4)ccc3S(=O)(=O)N([C@H](C)CO)C[C@H]2C)c1,4,16,6,-6[16.7 µM],-26,23,-3,31
CC(C)NC(=O)N(C)C[C@H]1Oc2ccc(NC(=O)Cc3ccccc3)cc2CC(=O)N([C@@H](C)CO)C[C@@H]1C,35,-13,3,-2[16.7 µM],0,0,0,-12
CCOc1ccc(Cn2nnc(C(=O)Nc3cc(C)cc(C)c3)c2N)cc1,2,5,0,6,-6,.,0,-7
Cc1cc2c(ncn2Cc2ccccc2)c([N+](=O)[O-])c1C,5,.,.,17,.,2,.,19
CC(C)n1c(SC2C(=O)CC(C)(C)CC2=O)nc2c1c(=O)n(C)c(=O)n2C,-2,19,.,0,1,4,.,.
NCc1ccccc1CS(=O)(=O)N1CCOCC1,-1,-2,-1,.,-2,.,-1,-14
Cc1cc(-c2nnc(-c3cccc(C(F)(F)F)c3)o2)no1,.,-59,-64,.,-7,3,4,-112
O=C(O)CN1C(=O)CSC1=S,-2,4,-11,-7,2,2,8,-14
CCOc1ccc(C(=O)n2cc(C(=O)OC)c3ccccc32)cc1OCC,-4,-7,-1,0,3,0,-1,-26
C/C(=C\CNc1ncnc2nc[nH]c12)CO,0,-8,2,-7,.,-10,-5,.
C[C@H]1CN([C@@H](C)CO)C(=O)Cc2cc(N(C)C)ccc2O[C@H]1CN(C)C(=O)Nc1ccc2c(c1)OCO2,5,4,3,-3[16.7 µM],7,-12,-2,-14
CC(C)Oc1ccc(Nc2ncnc3ccccc23)cc1,.,-111,-61,.,-4,.,-1,-157
O=C(C1CCCC1)N1CC(=O)N2[C@H](CO)[C@@H](c3ccc(C#Cc4cccc(F)c4)cc3)[C@H]2C1,.,3,2,.,-1,-5,0,.
Cc1cccc(OCC(O)CN2CCN(c3ccccn3)CC2)c1C (configuration not stated),-1,-6,3,-6,-6,.,4,-11
C[C@@H]1CN([C@H](C)CO)S(=O)(=O)c2ccc(Br)cc2O[C@H]1CN(C)C(=O)Nc1cccc(F)c1,0,-1&-15,-2&-4,6,8&-1,-1&-28,1&-4,-10
C/C(=N\N1C(=O)c2ccccc2NC1c1ccccc1)c1ccccc1O (configuration not stated),.,-53,-47,2,-5,.,-3,-157
COC(=O)c1cccc(N2C(=O)C3C4C=CC(CC4)C3C2=O)c1 (configuration not stated),6,6,-10,-1,6,1,3,-2
CC1C(=O)N2CCCc3cc(S(=O)(=O)NCc4ccccc4Cl)cc1c32 (configuration not stated),7,3,4,35,-3,0,4,0
O=C(CNC(=O)CNC(=O)c1ccc(Cl)cc1Cl)NCc1cccc(Cl)c1,2,12,7,.,9,.,-2,8
CCOC(=O)Cc1csc(NC(=O)/C=C\c2ccccc2)n1,.,-23,10,.,-12,.,-1,5
CCCN(CC(=O)Nc1ccccc1OC)C(=O)c1ccc(S(=O)(=O)Nc2ccccc2OC)cc1,2,-6,0,3,-1,21,-2,12
COCC(=O)Nc1ccc2c(c1)C(=O)N(C)[C@H]1CC[C@H](CC(=O)Nc3ccccc3C)O[C@@H]1CO2,-4,.,-1,-2[16.7 µM],.,-1,-4,4
C=CCNC(=O)N1CCC(c2nc3ccccc3s2)CC1,-1,2,-9,-1,-9,9,0,-8
Cc1cc(C(=O)N/N=C/c2ccc([N+](=O)[O-])o2)c(C)o1,.,1,13,.,-3,-25,25,-4
COc1ccc(/C=C/C(=O)NC(=S)N2CCN(C)CC2)cc1,.,-11,0,.,.,.,-2,-8
C[C@H]1CN([C@@H](C)CO)C(=O)Cc2cc(NC(=O)C3CCCCC3)ccc2O[C@@H]1CN(C)C(=O)Nc1ccc(C(F)(F)F)cc1,-5,8,4,-4[16.7 µM],.,5,1,.
CO[C@@H]1CN(C)C(=O)c2ccc(NC(=O)c3ccccc3)cc2OC[C@@H](C)N(C(=O)C2CC2)C[C@@H]1C,48,8,-2,20[16.7 µM],-3,-10,.,2
Cc1ccc(OCc2n[nH]c(=S)n2N)cc1C,2,2,-7,-3,-15,-3,-2,-8
COc1ccccc1NC(=O)CSc1nc(O)c(Cc2ccccc2)c(=O)[nH]1,-4,-2,16,1,.,3,2,.
COc1ccc2nc(-c3ccccc3)[nH]c2c1,-3,.,.,-9,1,4,.,-88
COc1ccc(/C=C/C(=O)OCc2csc(-c3ccccc3)n2)cc1OC,.,-8,-11,.,-3,.,-2,-27
# (more compounds)
SMILES,Cneo AK release,LGR2 antag,EWS-Fli inh,miR122 inh,FN deposit inh,PGC1a acetyl inh,CASP6 VEID inh,PAX8 reporter
CCOc1ncccc1C(=O)Nc1ccc(S(=O)(=O)Nc2cc(C)nc(C)n2)cc1,-1,-10,-4,28,4,7,3,-4
O=C(Cc1c(F)cccc1Cl)Nc1ccc(S(=O)(=O)Nc2nccs2)cc1,-1,11,1,0,-3,4,0,-13
O=C(NC1(C(F)(F)F)C(=O)Nc2c1c(=O)[nH]c(=O)n2-c1ccccc1)c1ccncc1 (configuration not stated),0,.,.,1,7,2,.,.
CCN(CC)C(=O)Cn1cc(S(=O)(=O)CC(=O)N2CCCCCC2)c2ccccc21,.,-8,5,.,-18,.,4,-6
C[C@H]1CN([C@@H](C)CO)C(=O)c2cc(NC(=O)CCCN(C)C)ccc2O[C@@H]1CN(C)C(=O)NC1CCCCC1,-2,3,.,0[16.7 µM],6,-4,-1,-3
O=C(C1CCCCC1)N1CC2(C1)[C@H](c1ccccc1)[C@H](CO)N2CC1CCCC1,.,-8,-15,.,-10,4,0,.
NC(Cc1ccc(O)cc1)C(=O)NN=Cc1ccccc1O (configuration not stated),.,-5,-19,.,3,.,-7,-12
COc1ccc(C2=NOC(Cn3nc(C(=O)NCc4ccc5c(c4)OCO5)cc3-c3ccccc3)C2)cc1 (configuration not stated),0,.,2,10,-9,-15,0,4
CC(C)(C)OC(=O)CNC(=O)c1nc[nH]c1C(=O)N1CCN(c2ccccc2)CC1,3,-14,3,-5,4,6,-3,2
C[C@H]1CN([C@@H](C)CO)C(=O)c2cc(NC(=O)CCCN(C)C)ccc2O[C@H]1CN(C)Cc1ccccc1,-6,8,2,5[16.7 µM],.,-32,0,-6
CCCCn1c(N)c(N(CC(C)C)C(=O)C2CCN(S(=O)(=O)c3ccc(OCC)cc3)CC2)c(=O)[nH]c1=O,2,8,1,-4,-6,.,7,-16
